HSP90 refold inh = HSP90 inhibitors, primary screen, cell lysate, luminescence | Rabbit reticulocyte lysate, luciferase refolding luminescence, 3 h | inhibition, % at 5.6 µM | 0.91% of 290,000 active | Heat shock protein HSP 90 (rabbit reticulocyte lysate; luciferase refolding);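 active means inhibition above the screen-wide mean plus 3 SD, computed separately per campaign, cut at about 16% in these data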;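 further: 0% = DMSO wells and 100% = 60 µM geldanamycin wells; inhibitors lower the luminescence because luciferase stays unfolded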
GSK3beta inhib = human GSK3beta kinase inhibitors, primary screen, biochemical, cell-free homogeneous, HTS; 0.038% of 300,000 active; activity score (negative = inhibition), % at 10 µM; GST-GSK3beta kinase, ADP-Glo luminescence, 60 min; stronger effect = lower value;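 active means more than half of replicate wells score below -50%, meaning over 50% inhibition versus plate controls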;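 further: 0% = median DMSO wells and -100% = median GW8510 positive control wells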
Target sequence (P49841 whole entry, looked up): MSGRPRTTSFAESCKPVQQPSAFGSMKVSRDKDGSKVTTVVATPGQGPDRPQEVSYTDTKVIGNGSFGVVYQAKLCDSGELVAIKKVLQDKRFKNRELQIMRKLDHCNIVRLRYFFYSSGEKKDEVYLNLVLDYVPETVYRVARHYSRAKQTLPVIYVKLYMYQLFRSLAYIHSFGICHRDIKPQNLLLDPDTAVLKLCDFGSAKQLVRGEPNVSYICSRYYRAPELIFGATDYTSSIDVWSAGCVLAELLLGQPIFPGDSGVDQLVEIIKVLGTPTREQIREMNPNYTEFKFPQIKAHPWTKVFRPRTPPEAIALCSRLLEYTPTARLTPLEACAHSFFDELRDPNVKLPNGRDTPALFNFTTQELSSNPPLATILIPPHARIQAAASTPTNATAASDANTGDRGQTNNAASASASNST
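Assay system: GST-tagged human GSK3beta kinase, cell-free; Input: 1.6 ng GSK3beta; Medium: Tris/MgCl2 kinase buffer; Timing: 60 min enzyme reaction, room temperature; Signal: ADP-Glo luminescence quantifying ADP generated by kinase; Evaluation: score relative to plate controls; Benchmarks: DMSO neutral wells and GW8510 at 20 µM as positive.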
HSF1 activator = HSF-1 activators, primary screen, NIH3T3-HGL cells, MG132 stress, luminescence, single point; AID 504408, 2011; 1.7% of 300,000 active; activation, % at 9 µM; NIH3T3-HGL HSF-1 luciferase reporter, 8 h; 100% = twice DMSO control signal;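 active means mean replicate activation of at least 50% with a set share of replicates each reaching 50%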;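 further: 0% = median of the neutral control wells and 100% = twice that signal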
Platelet DG rel = inhibitors of platelet dense granule secretion, primary screen, cell-based, MLPCN, human platelets | human platelet-rich plasma, SFLLRN dense granule ATP release, luminescence | inhibition, %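 (compounds screened at 7.5 µM in platelet-rich plasma)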 | 0.22% of 300,000 active | AID 1663, 2009;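 active means mean replicate score, as percent of positive control, at or above 50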
IEC-6 tox = cytotoxicity in IEC-6 intestinal epithelial cells, primary screen, cytotoxicity control for KLF5 inhibitor project, cell-based, luminescence | IEC-6 cytotoxicity, luminescence viability | inhibition, % at 5 µM | 0.78% of 290,000 active | AID 1825, 2009; in the data active means inhibition above about 22%;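 further: 0% = plate median of test compound wells and 100% = cytotoxic reference compound wells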
aSyn UTR inh = MLPCN primary screen, SNCA 5' untranslated region; alpha-synuclein 5'UTR reporter, inhibitor activity; AID 1813, 2009; 0.82% of 300,000 active; inhibition, % (tested at 7.5 µM); in the data active means inhibition above about 60%;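 further: H4 neuroglioblastoma cells stably carrying SNCA 5'UTR luciferase fusion; 0% = DMSO wells and 100% = positive control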
HSF1 inh = HSF1 inhibitors in luciferase reporter cells, primary screen, cell-based, NIH3T3, luminescence. activity change, negative = inhibition, % at 7.5 µM (by protocol). 0.77% of 300,000 active. NIH3T3-HGL HSE-luciferase, MG132-induced, luminescence 8 h; stronger effect = lower value;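 active means more than half of replicate wells show activity change below -50%, luminescence cut by over half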;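 further: luciferase reports HSF-1 transcriptional activity via heat shock element; 0% = median of DMSO wells and -100% = zero luminescence signal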
DYRK1A inh = rat Dyrk1A kinase inhibitors, primary screen, biochemical, single point, plate reader; inhibition, % at 12.5 µM; 0.43% of 310,000 active; AID 504441, 2011; Dual specificity tyrosine-phosphorylation-regulated kinase 1A (Rattus norvegicus), Q63470; ADP-Glo luminescence, NFATc1 peptide; in the data active means inhibition above about 50%;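 further: plate controls were vehicle with enzyme for no effect and no enzyme for full effect; many of its hits are not listed in these tables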
GSK3A inh = blockers of GSK3A enzyme activity – biochemical, luminescence, cell-free homogeneous, HTS, primary screen | GSK-3 alpha kinase, ADP-Glo luminescence, 60 min | Glycogen synthase kinase-3 alpha (Homo sapiens), P49840 | AID 2650, 2010 | inhibition, % at 10 µM | 0.1% of 320,000 active;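 in the data active means inhibition above about 50%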;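 further: GST-tagged GSK-3 alpha with peptide substrate and 25 µM ATP; 0% = DMSO neutral wells and 100% = GW8510 positive control wells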
Target sequence (P49840 whole entry, looked up): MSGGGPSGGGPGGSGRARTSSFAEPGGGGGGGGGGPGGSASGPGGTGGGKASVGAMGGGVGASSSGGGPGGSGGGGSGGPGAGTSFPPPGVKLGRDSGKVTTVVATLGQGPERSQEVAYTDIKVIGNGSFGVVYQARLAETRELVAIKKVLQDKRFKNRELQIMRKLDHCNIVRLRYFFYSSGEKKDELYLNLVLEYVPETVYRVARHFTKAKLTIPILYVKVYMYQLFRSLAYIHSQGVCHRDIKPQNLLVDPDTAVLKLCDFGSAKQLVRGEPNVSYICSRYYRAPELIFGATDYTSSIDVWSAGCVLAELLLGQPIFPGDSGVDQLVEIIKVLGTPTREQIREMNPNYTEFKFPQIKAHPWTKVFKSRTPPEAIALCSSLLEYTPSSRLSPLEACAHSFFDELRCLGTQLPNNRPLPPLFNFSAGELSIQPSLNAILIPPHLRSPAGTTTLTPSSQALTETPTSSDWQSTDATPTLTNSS
KLF5 inh = KLF5 expression inhibitors, primary screen, DLD-1 cells, luminescence. 0.23% of 290,000 active. inhibition, % at 5 µM. DLD-1 KLF5 promoter-luciferase reporter;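 active means inhibition above a per-plate limit of that plate's mean compound inhibition plus 3 SD, cut at about 60% in these data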;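 further: 0% = DMSO wells and 100% = LY294002 at 200 µM; higher means less KLF5 promoter-driven luciferase light; inactives centre near -14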
Numbers without * were called inactive; . = not tested or not shown. This is a subset; count on the stated rates, not on these rows.

SMILES | HSP90 refold inh | GSK3beta inhib | HSF1 activator | Platelet DG rel | IEC-6 tox | aSyn UTR inh | HSF1 inh | DYRK1A inh | GSK3A inh | KLF5 inh
Cc1cccc(-n2c(-c3csc(C)c3)n[nH]c2=S)c1 | 12 | 0 | 33 | 1 | 6 | 9 | 6 | -2 | 1 | -1
Cc1cccc(OCC(=O)Nc2ccc(S(=O)(=O)Nc3ccccn3)cc2)c1 | 0 | 3 | -8 | 3 | 4 | 31 | 1 | 2 | -3 | -19
CCc1c(C(=O)Nc2cc(C)ccc2OC)[nH]c(C)c1C(C)=O | 0 | 0 | 13 | 3 | 8 | -17 | 0 | -5 | 5 | -17
O=C(OCc1ccccc1)/C(=C/c1cccc([N+](=O)[O-])c1)NC(=O)c1ccco1 | -7 | 2 | -16 | -2 | 0 | -8 | 7 | -8 | 0 | -20
COc1cc(NC(=O)c2cc(C)on2)cc(C(=O)Nc2cccc(C(F)(F)F)c2)c1 | . | 0 | 2 | -5 | . | 1 | 19 | -3 | -5 | .
COCCN1C(=O)C(O)=C(C(C)=O)C1c1ccc(OC)c(OC)c1 (stereo not drawn) | 4 | -1 | 33 | -2 | 1 | 3 | -2 | 10 | 7 | 8
O=C(NCc1ccccc1)c1ccc(NC(=O)C2CCCO2)cc1 (stereo not drawn) | 1 | 2 | -6 | -6 | -3 | -34 | -5 | -8 | -2 | -13
Nc1nonc1-n1nnc(C(=O)N/N=C/c2cccnc2)c1CSc1ccccc1 | -3 | 0 | 1 | 12 | 1 | -14 | 10 | 2 | 1 | -16
O=C(NCC1CCCO1)c1ccccc1-c1nc(-c2ccc(F)cc2)no1 (stereo not drawn) | -2 | -2 | -5 | -3 | -4 | -10 | 2 | -4 | -3 | -16
COC(CNC(=O)C(=O)Nc1cc2c3c(c1)CCN3C(=O)CC2)OC | -5 | -3 | 8 | -4 | 6 | 20 | 8 | . | -2 | -29
CCC(O)(c1ccc(OC)cc1)C(CN1CCOCC1)c1ccccc1 (stereo not drawn) | -1 | 2 | -4 | 3 | -4 | 19 | 7 | 4 | -3 | -27
Cc1ccc(OCC(=O)N2CCCc3ccccc32)cc1 | 2 | -3 | . | 2 | -2 | -37 | . | -5 | -2 | -31
Cc1ccc(C(=O)C(C)OC(=O)Cc2n[nH]c(=O)c3ccccc23)cc1 (stereo not drawn) | . | 0 | 10 | 4 | . | -1 | -3 | -5 | -2 | .
COc1ccc(Nc2cc(Cl)nc(N)n2)cc1 | 1 | 3 | 10 | 4 | 1 | -25 | 11 | -3 | -2 | -39
CCOC(=O)N1CCN(C(=O)c2cc3c(=O)n(C)c4ccccc4c3n2C)CC1 | 1 | -2 | -8 | 24 | 7 | -13 | -1 | 5 | . | -17
CCCCn1c(N)c(N(CC(C)C)C(=O)C(C)SCc2nc3sc(C)c(C)c3c(=O)[nH]2)c(=O)[nH]c1=O (stereo not drawn) | . | . | 9 | -2 | . | -2 | 6 | -7 | 2 | .
N#Cc1c(N)n(-c2cccc(O)c2)c2nc3ccccc3nc12 | 0 | -26 | -5 | 6 | -8 | 29 | 2 | 15 | 40 | -26
Cc1cc(C)n(-c2cc(N3CCN(S(=O)(=O)c4ccc(Cl)cc4)CC3)ccc2[N+](=O)[O-])n1 | -2 | 0 | 43 | -8 | -2 | 22 | 11 | -5 | -1 | -40
CCOc1ccc(CC(=O)C2C(=O)CC(C)(C)CC2=O)cc1OCC | -3 | -9 | 9 | -4 | -2 | -2 | -1 | -2 | 2 | -14
Cc1ccc(C(=O)Nc2c(N)nc(SCC(=O)NCC3CCCO3)[nH]c2=O)cc1 (stereo not drawn) | 3 | 0 | 2 | 2 | -9 | -10 | 3 | 2 | 0 | -33
CCCCC(=O)NS(=O)(=O)c1ccc(N=NN2CCCCC2)cc1 | -4 | 5 | -11 | 3 | 1 | 10 | -1 | 9 | -3 | -22
Cc1cc(NS(=O)(=O)c2c(C(=O)N3CCOCC3)c(C)n(C)c2C)ccc1Br | -9 | 1 | 27 | -16 | -13 | 32 | -1 | -1 | 0 | -10
COc1ccccc1NC(=O)CN(Cc1ccco1)C(=O)c1cccs1 | -1 | -1 | 7 | 3 | -2 | -12 | -5 | 2 | -2 | 6
O=C(Nc1ccc(F)cc1)N(CCCN1CCOCC1)Cc1cc2cc3c(cc2[nH]c1=O)OCO3 | 5 | 2 | 7 | -4 | 5 | -25 | -5 | -6 | 10 | 0
COc1cc(CNc2cc(C)ccc2C)cc(OC)c1OC | -3 | 1 | -1 | -26 | 1 | -19 | -1 | 2 | -1 | -27
COc1ccc(OC)c(/C=N/NC(=O)CCc2ccc(O)c(O)c2)c1 | -9 | -4 | 13 | -4 | 3 | -5 | 4 | 40 | 9 | -34
COc1ccc(C2C3=C(CCCC3=O)Nc3ccc4ncccc4c32)cc1OC (stereo not drawn) | 5 | -2 | 36 | -27 | 2 | 19 | 0 | . | 4 | -18
COc1ccc(Nc2nc(C)nc3c2nnn3Cc2ccccc2)cc1OC | 0 | 1 | 8 | -11 | 9 | 26 | 2 | -2 | -2 | -17
C/C(=N\NC(=O)COc1cccc2ccccc12)c1cccs1 | 5 | 1 | 1 | 4 | -8 | -31 | -10 | -2 | 1 | -5
C=CCn1c(SCC(=O)N2CC(=O)Nc3ccccc32)nc2scc(-c3cccs3)c2c1=O | 3 | -5 | 23 | -3 | 1 | -3 | 4 | -5 | -2 | -8
Cc1cc(C)c(OCC(=O)NCC2CCCO2)c(C)c1 (stereo not drawn) | 0 | 0 | -16 | -9 | -2 | 17 | 3 | . | -6 | -9
COc1cccc(-c2nc(NCc3ccco3)c3ccccc3n2)c1O | 2 | 2 | -17 | 0 | 0 | -11 | -13 | -5 | 8 | -13
CCOC(=O)c1cc(NC(=O)CSCCO)ccc1Cl | -3 | 1 | 6 | -2 | -1 | -8 | -6 | 6 | -6 | -35
CCOc1ccc2nc(SCC(=O)N(C)C3CCS(=O)(=O)C3)[nH]c2c1 (stereo not drawn) | -1 | 5 | 12 | -3 | 2 | -1 | 7 | 1 | -3 | -20
COc1cccc(CN2CCN(C(=O)CC(C)C)CC2)c1 | 6 | -2 | -2 | 1 | 0 | 13 | 1 | 2 | -1 | -18
Cc1cc(NC(=O)CCc2ccccc2)c([N+](=O)[O-])cc1C | 0 | 2 | 40 | 12 | 4 | -22 | 14 | 3 | -1 | -11
Cc1nc([N+](=O)[O-])c(Br)n1Cc1ccccc1 | -2 | 7 | 77* | -8 | 0 | -8 | 49 | . | 0 | -17
Cc1ccc(C(=O)NNC(=O)c2ccncc2)cc1S(=O)(=O)N1CCOCC1 | . | 3 | -22 | 10 | . | -10 | -11 | -6 | -5 | .
COc1ccc(OC)c(NC(=O)c2nnn(Cc3ccccc3C)c2N)c1 | 6 | 1 | 11 | -9 | 7 | 40 | -5 | 7 | 1 | 32
CC(C)Cc1cc(C(=O)N2CCC(N3CCC(C(=O)N4CCOCC4)CC3)CC2)n[nH]1 | 2 | 1 | 22 | 6 | 1 | 10 | -5 | 1 | 2 | -20
CCc1c(C)sc(NC(=O)c2cc(-c3ccc(OC)c(OC)c3)on2)c1C#N | -1 | -5 | 10 | 4 | -2 | 17 | -4 | -3 | 0 | -13
CCN(CC)C(=O)CSc1nc2c(c(-c3cccnc3)c1C#N)CCCC2 | 0 | -2 | 3 | -1 | 0 | 43 | -3 | -8 | 0 | -1
Cc1nnc(N2C(=O)c3cccc4c([N+](=O)[O-])ccc(c34)C2=O)s1 | 2 | -1 | 40 | 17 | 8 | -19 | 36 | 3 | -2 | -13
COc1cc(C(=O)NCCC(=O)NC2CCCCCCC2)cc(OC)c1OC | 5 | 1 | -2 | 3 | -6 | 18 | -6 | -3 | . | -34
COc1ccc(NC(=S)N2CCC(N(C)CC3CCCO3)CC2)cc1Cl (stereo not drawn) | 4 | 1 | 9 | 4 | -7 | 16 | -3 | -1 | -1 | -10
CC1=CCC(C(C)(C)NC(=O)c2ccccc2)C/C1=N\O (stereo not drawn) | 4 | 0 | 8 | -1 | -4 | 5 | 1 | 1 | 2 | -27
Cc1ccccc1NC(=O)NC1(C(=O)N2CCCC2)CCCCC1 | 1 | 1 | 9 | -1 | -3 | 0 | 3 | . | -2 | -3
CC1CC(C)CN(S(=O)(=O)N2CCC(C(=O)NCCc3ccccc3)CC2)C1 (stereo not drawn) | 1 | -1 | -6 | 4 | 8 | 14 | -5 | . | 0 | -46

3 entries from above in another layout:
The line under a structure holds: HSP90 refold inh | GSK3beta inhib | HSF1 activator | Platelet DG rel | IEC-6 tox | aSyn UTR inh | HSF1 inh | DYRK1A inh | GSK3A inh | KLF5 inh
CCN(CC)C(=O)CSc1nc2c(c(-c3cccnc3)c1C#N)CCCC2
→ 0 | -2 | 3 | -1 | 0 | 43 | -3 | -8 | 0 | -1
CC(C)Cc1cc(C(=O)N2CCC(N3CCC(C(=O)N4CCOCC4)CC3)CC2)n[nH]1
→ 2 | 1 | 22 | 6 | 1 | 10 | -5 | 1 | 2 | -20
COc1ccc(NC(=S)N2CCC(N(C)CC3CCCO3)CC2)cc1Cl (stereo not drawn)
→ 4 | 1 | 9 | 4 | -7 | 16 | -3 | -1 | -1 | -10

(continued)
SMILES | HSP90 refold inh | GSK3beta inhib | HSF1 activator | Platelet DG rel | IEC-6 tox | aSyn UTR inh | HSF1 inh | DYRK1A inh | GSK3A inh | KLF5 inh
O=C(O)Cn1nc(-c2ccccc2)c2ccccc2c1=O | -4 | 2 | 7 | 1 | -2 | 15 | -10 | 1 | -2 | -19
CCOc1ccc(N2C(=O)CC(N(C)Cc3ccccc3)C2=O)cc1 (stereo not drawn) | 8 | 1 | -1 | 8 | 0 | 4 | -4 | -1 | 1 | 3
CCOC(=O)CSc1nnc(NC(=O)c2cccc(S(=O)(=O)N3CCCCC3)c2)s1 | -2 | -3 | . | 4 | 2 | 25 | . | 0 | 3 | -22
CCOc1nonc1C(=N)/C(C(C)=O)=C(\C)O | 3 | 0 | -13 | 1 | -3 | 3 | -13 | 4 | 0 | -9
CCOc1cc(S(=O)(=O)N2CCN=C2Cc2ccccc2)ccc1F | -1 | 4 | 10 | 3 | -2 | 12 | 1 | 11 | -3 | -25
CCc1nnc(NC(=O)Nc2ccc(OC)cc2)s1 | 0 | -2 | 9 | 8 | -2 | -162 | 11 | 0 | -2 | -59
COc1ccc(N)c2c1OCCC2=O | 4 | 3 | -10 | -41 | 1 | -8 | -12 | 1 | 21 | 12
Nc1ccccc1C(=O)NCCN1CCNC1=O | -1 | -1 | -3 | 1 | -5 | 3 | -7 | . | 3 | -33
CCCc1cc(=O)[nH]c(SCC(=O)Nc2ccc([N+](=O)[O-])cc2C#N)n1 | 4 | -3 | 23 | 0 | -6 | -17 | 13 | 15 | -1 | -5

Screens: PubChem BioAssay, several laboratories
